Compound activity deposited in PubChem BioAssay by several laboratories.
NS5 inhibitors: Dengue-2 NS5 methyltransferase inhibitors, primary screen, biochemical, confirmation dose response (AID 588689). Dengue-2 NS5 methyltransferase capping enzyme assay, biochemical; higher % means a stronger effect. inhibition, % at 25 µM; hits with a dose series show IC50 in µM. 340,000 compounds, 0.3% hits; in the data active = a potency from the dose series
Autophagy mod: modulators of autophagy; MEF GFP-LC3 puncta imaging; test concentration mostly 10 µM; 190,000 compounds, 0.98% hits; calls only at 10 µM (by protocol);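 active = percentage of spot-positive cells more than 3 SD above its plate mean, without a fluorescence outlier flag or 80% toxicity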;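 also: spot-positive cell cutoff set from DMSO-treated cells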
UTI89 phage lysis: inhibition of K1F phage lysis, E. coli UTI89, bacterial capsule biogenesis inhibitors, alamar blue (AID 488966). E. coli UTI89 K1F phage lysis, alamar blue, 2 h; higher % means a stronger effect. 340,000 compounds, 0.02% hits. inhibition, % at 100 µM, or IC50 in µM where a hit was titrated;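 active = phage lysis inhibition, versus mean bacterial control, above a set limit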;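 also: capsule biogenesis inhibitors block K1F phage lysis so surviving cells raise fluorescence; higher fluorescence means more inhibition of phage lysis; actives were called in the ten point dose series up to 300 µM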
WT yeast gro inh: growth inhibition of WT yeast, mitochondrial fusion screen | mitochondrial fusion phenotypic screen, WT strain | inhibition, % at 10 µM | 190,000 compounds, 2.1% hits | AID 1362; in the data active = inhibition above about 58%; tested in S. cerevisiae
GPR35 antagonists: GPR35 antagonists blocking zaprinast-driven arrestin recruitment, primary screen, imaging, U2OS, beta-arrestin-GFP, zaprinast agonist (AID 2058); U2OS GPR35 beta-arrestin-GFP translocation imaging, zaprinast antagonism; higher % means a stronger effect; 290,000 compounds, 0.052% hits; inhibition, % at 10 µM; hits with a dose series show IC50 in µM;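 active = inhibition of at least 50% with at least 30 cells and total cytoplasm GFP at most 10,000,000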
AID2073: inhibitors of Mint1-CaV2.2 protein interaction, biochemical, HTRF (AID 2073) | HTRF protein-protein interaction, Mint1-CaV2.2; higher % means a stronger effect | 290,000 compounds, 0.19% hits | one-dose inhibition, % at 20 µM; IC50 in µM for titrated hits; in the data active = inhibition mostly above about 51%, no sharp cut-off; also: some results filed as inactive read as strong as hits
NTR1 ag: agonists of NTR1, primary screen, imaging, U2OS cells, beta-arrestin-GFP, high content (AID 493036); P30989; NTR1-U2OS beta-arrestin-GFP spot imaging, agonist mode; activation, % at 20 µM; 330,000 compounds, 0.17% hits;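 active = activation at or above 40% of the spot to cytoplasm intensity ratio, with at least 20 cells analyzed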;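 also: 0% = DMSO without peptide and 100% = 100 nM NTR1 peptide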
Target sequence (P30989 whole entry, looked up): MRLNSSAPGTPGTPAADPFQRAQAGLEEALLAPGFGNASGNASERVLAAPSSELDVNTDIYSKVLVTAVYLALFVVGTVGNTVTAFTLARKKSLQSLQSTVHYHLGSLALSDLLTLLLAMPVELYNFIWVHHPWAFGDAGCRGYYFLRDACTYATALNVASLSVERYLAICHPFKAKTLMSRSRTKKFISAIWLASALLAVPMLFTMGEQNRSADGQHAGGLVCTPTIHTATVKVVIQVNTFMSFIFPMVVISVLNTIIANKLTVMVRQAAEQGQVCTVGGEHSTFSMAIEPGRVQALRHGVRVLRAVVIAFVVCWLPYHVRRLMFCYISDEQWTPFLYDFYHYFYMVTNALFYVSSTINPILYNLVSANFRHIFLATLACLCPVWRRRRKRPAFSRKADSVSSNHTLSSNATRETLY
RSV CPE inhibition: inhibition of RSV-induced cytopathic effect – HEp-2 cells, primary 10 µM value included (AID 2391); 310,000 compounds, 0.13% hits; HEp-2 cells, RSV-induced CPE inhibition; higher % means a stronger effect; CPE inhibition, % at 10 µM, or IC50 in µM where a hit was titrated; in the data active = a potency from the dose series; also: strong numbers were not always called active
LYP phosphatase: PTPN22 lymphoid phosphatase activity blockers – biochemical, fluorescence intensity, uHTS (AID 1779) | recombinant LYP phosphatase, fluorescence intensity; higher % means a stronger effect | one-dose inhibition, % at 11.5 µM; IC50 in µM for titrated hits | 290,000 compounds, 0.054% hits; in the data active = inhibition above about 50%;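 also: plate controls were vehicle with enzyme for no effect and no enzyme for full effect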
WT yeast gro inh mutant strain: recorded beside WT yeast gro inh, whose call it bears; inhibition, %; mitochondrial fusion phenotypic screen, mutant strain inhibition
Autophagy mod cell loss 18 h: second read-out of Autophagy mod, no call of its own (marks repeat the call); toxicity, %; measured here: cell loss, nuclei count;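 cell loss after 18 h compound exposure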
NTR1 ag cell count 20 µM: also measured in NTR1 ag; calls as there; cell count; measured here: cell count, cytotoxicity flag
NS5 inhibitors pilot replicate: further read-out of NS5 inhibitors, marked with its call; inhibition, %; measured here: pilot screen replicate inhibition
Numbers without * were called inactive; i = inactive; . = not tested or not shown; [ ] = remark or other dose.

SMILES | NS5 inhibitors | Autophagy mod | Autophagy mod cell loss 18 h | UTI89 phage lysis | WT yeast gro inh | WT yeast gro inh mutant strain | GPR35 antagonists | AID2073 | NTR1 ag | NTR1 ag cell count 20 µM | RSV CPE inhibition | LYP phosphatase | others
CSc1ccc(/C=N/NC(=O)c2cccc(O)c2)cc1 | 3.4% | i | 13.9 | 0.8% | 26.7 | 16.1 | 2.4% | 8.4% | 0.4 | 66 | 3.8% | 1.4%
CCCCOc1ccc(C(=O)NCc2ccncc2)cc1 | -2.8% | i | -7.0 | 5.2% | 9.2 | -6.6 | -13.1% | 2.4% | -0.8 | 77 | -1.2% | -1.0%
O=C(Oc1ccc(OC(=O)c2ccco2)c(S(=O)(=O)c2ccc(Cl)cc2)c1)c1ccco1 | -5.2% | i | -3.6 | 3.5% | 2.9 | 1.7 | -9.5% | 0.5% | 1.8 | 54 | 1.7% | 5.5%
Cc1ccc(C)c2nc3sc(C(=O)O)cc3cc12 | . | i | 11.6 | . | -12.4 | -14.8 | 5.6% | -5.9% | 0.5 | 40 | -1.2% | -2.8%
CC(=O)NCc1ccc(S(=O)(=O)N2CCCN(C)CC2)cc1 | -9.1% | . | . | 0.2% | . | . | -4.1% | 17.9% | 0.1 | 83 | 0.1% | -7.9%
c1coc(CN(Cc2ccco2)c2ncnc3c2oc2ccccc23)c1 | -7.7% | i | 12.2 | 2.2% | 53.4 | 9.5 | 4.3% | 18.6% | 18.1 | 82 | 1.9% | -3.6%
Cc1ccc(S(=O)(=O)NC(CC(=O)O)c2cccs2)cc1 (centres undefined) | -4.4% | . | . | 0.2% | . | . | -14.9% | -10.8% | 0.2 | 69 | 0.4% | -14.3%
c1ccc(CCCc2nc(-c3cccnc3)no2)cc1 | 5.8% | . | . | -1.9% | . | . | -4.1% | -4.6% | 0.2 | 56 | 2.1% | -5.9%
CCOc1ccc(CCNC(=O)C2CCCN(S(=O)(=O)N3CCOCC3)C2)cc1OCC (centres undefined) | 3.6% | . | . | 1.7% | . | . | -1.5% | 10.7% | 1.5 | 47 | 1.3% | -10.9%
CC1(NC(=O)CC[N+](C)(C)CCO)CS(=O)(=O)CC1S(=O)(=O)[O-] (centres undefined) | . | i | 0.6 | . | -4.3 | -3.8 | -18.4% | 4.3% | 1.1 | 56 | 1.2% | 0.6%
Cn1c2ccccc2c2c(C(=O)N3CCN(c4ccccn4)CC3)cn(C3CCCC3)c(=O)c21 | -1.6% | i | -7.3 | 1.2% | . | . | -5.1% | -3.6% | 0.7 | 99 | 9.4% | -1.0%
COc1cc(/C=N/NC(=O)CC2C(=O)NN=C2C)ccc1O (centres undefined) | 0.0% | . | . | 0.0% | . | . | -12.2% | 7.9% | -1.7 | 44 | 10.7% | -0.6%
COc1cccc2[nH]c(C(=O)NC(C)c3ccccc3)cc12 (centres undefined) | -11.1% | . | . | -1.5%[50 µM] | . | . | -1.4% | 23.1% | -0.1 | 114 | 2.0% | -6.3%
Cc1cccc(C)c1OCCN1C(=O)NC(C)(c2ccccc2)C1=O (centres undefined) | 1.5% | i | 13.7 | 1.7% | 18.1 | 11.3 | 6.8% | -13.5% | 1.5 | 34 | 11.6% | -2.6%
Cc1ccc(S(=O)(=O)N2[C@@H](c3ccc(Cl)cc3)C(C(=O)O)=CC[C@H]2c2ccc(Cl)cc2)cc1 | 13.5% | . | . | -2.4% | . | . | . | . | 10.0 | 105 | 9.8% | .
Cc1noc(C)c1C(=O)N1CCN(Cc2ccc3c(c2)OCO3)CC1 | 3.2% | i | -4.8 | 2.9% | 19.7 | -2.8 | 1.6% | -2.4% | -0.7 | 77 | -0.9% | -0.9%
COc1ccc(OC(C)C(=O)Nc2cccc(OC)c2)cc1 (centres undefined) | -2.9% | i | 3.0 | -7.2% | 0.8 | -1.4 | -2.7% | -0.8% | -1.7 | 44 | 2.2% | 0.3%
COc1ccc(S(=O)(=O)N(C)CC(=O)NCc2cccnc2)cc1Cl | -1.6% | i | -2.8 | 6.2% | 7.3 | 24.9 | 0.1% | 4.9% | 0.8 | 86 | -1.3% | -5.5%
CCOc1ccc(N(CC(=O)N2CCCCC2)S(=O)(=O)c2ccc(Cl)cc2)cc1 | -6.7% | . | . | -0.2% | . | . | 4.4% | 2.9% | 0.5 | 55 | 1.6% | -7.9%
CS(=O)(=O)N(CC(=O)N1CCCCCC1)c1cc(Cl)ccc1Cl | -5.2% | . | . | 0.3% | . | . | -1.1% | 10.6% | 0.0 | 59 | 0.3% | -5.8% | NS5 inhibitors pilot replicate=0.3
O=C(N/N=C/c1cccs1)c1cccc(NC(=O)c2ccc(Cl)cc2)c1 | . | i | 6.9 | . | 5.7 | 9.5 | 9.9% | 7.0% | 1.0 | 53 | 3.2% | -0.5%
Nc1ccc(C(=O)Nc2nc3ccccc3s2)cc1 | -8.9% | . | . | -14.7% | 18.4 | 9.8 | 3.2% | 20.8% | -4.9 | 71 | 2.4% | 4.5%
CCc1ccc(/C(C)=N/NC(=O)CNC(=O)/C=C/c2ccccc2OC)cc1 | -13.4% | . | . | -0.1% | . | . | -8.1% | 0.6% | 1.8 | 44 | 5.6% | -6.2%
Cc1ccc(S(=O)(=O)N2CCN(C(=O)CN3C(=O)CNC3=O)CC2)cc1 | -5.6% | . | . | 0.3%[50 µM] | . | . | . | . | -0.3 | 49 | 0.7% | .
Cc1cc(N2CCOCC2)n2nc(C)c(-c3ccccc3Cl)c2n1 | -8.5% | . | . | -0.8%[50 µM] | . | . | -3.8% | 6.0% | 0.2 | 89 | 10.1% | -5.5%
COc1ccc2[nH]cc(C(=O)CN(C)CCc3ccc(OC)c(OC)c3)c2c1 | -2.7% | i | -1.4 | 0.2% | -1.4 | 1.3 | -20.3% | -7.8% | 0.9 | 46 | 0.7% | -1.1%
O=C(Nc1ccccc1)c1ccc2c(c1)OCO2 | 6.8% | i | 5.7 | 0.3% | 11.9 | 1.1 | -6.2% | 4.4% | -0.5 | 39 | -0.5% | -8.4%
CS(=O)(=O)N1CCCC(C(=O)N2CCN(c3cccc(Cl)c3)CC2)C1 (centres undefined) | -3.9% | i | -17.2 | -0.2% | -8.4 | -7.7 | -0.4% | -4.3% | -1.0 | 101 | 2.9% | 2.1%
COc1cnn(-c2ccccc2)c(=O)c1SCc1ccc(Cl)cc1Cl | -5.9% | i | -23.2 | -0.1% | 30.0 | 35.1 | 15.0% | -31.1% | -0.3 | 32 | 6.1% | 0.3%
Cn1c(SCC(=O)NC(C)(C)C)nc(O)cc1=O | -7.0% | i | -31.7 | 0.3% | -3.5 | -3.4 | 15.2% | -3.0% | 1.1 | 52 | 1.7% | -3.4%
NC(=O)c1cc(S(=O)(=O)NC2CCCCC2)co1 | 2.0% | i | -3.0 | -0.2% | -2.5 | -67.0 | 1.9% | 9.2% | 1.6 | 70 | 0.1% | -4.4% | NS5 inhibitors pilot replicate=4.1
CC1CCCN(C(=O)C2COc3ccccc3O2)C1 (centres undefined) | -1.3% | . | . | 0.0% | . | . | -2.8% | 2.4% | 0.3 | 61 | 2.4% | 1.1%
COc1ccc(C2=NNC(c3cccnc3)=Nc3ccccc32)cc1 | -4.5% | i | -1.7 | 0.0% | -7.8 | -2.4 | 14.0% | -12.6% | -2.8 | 39 | 2.2% | -5.2%
COc1ccc(-n2c(-c3ccc(C)cc3)n[nH]c2=S)cc1 | -6.9% | i | 8.2 | 4.0% | -7.4 | 16.6 | 9.1% | -10.2% | -0.6 | 53 | 2.4% | -8.9%
COc1cccc(-n2c(SCC(=O)NCCc3ccccc3)nnc2-c2ccoc2C)c1 | -11.6% | i | -54.9 | 0.3% | 3.7 | 11.9 | 2.4% | -1.0% | 0.9 | 56 | 14.7% | -9.3%
CC1Cc2ccccc2N1C(=O)Cn1cnc2ccccc2c1=O (centres undefined) | 6.4% | i | 10.5 | 1.6% | -16.4 | -19.5 | -0.2% | 2.1% | 1.5 | 38 | -0.2% | 0.6%
Cc1cc(NC(=O)CSc2nnc(-c3ccco3)n2Cc2ccccc2)no1 | 2.9% | i | -4.3 | -0.4% | -9.9 | -9.6 | 17.9% | 7.1% | -1.1 | 102 | 1.2% | 1.5%
Cc1cccc(NC(=O)CN2CCCN(S(=O)(=O)c3ccc(Br)s3)CC2)c1 | -1.6% | i | 4.2 | 0.8% | -7.0 | 15.3 | 9.0% | -41.3% | 0.0 | 63 | 4.3% | 4.6%
CCN(c1ccc(NC(=O)COC(=O)CCc2cc(OC)c(OC)c(OC)c2)cc1)C(C)C | 0.0% | i | -8.5 | 0.3% | . | . | -4.7% | -3.0% | . | . | . | -13.3%
O=C(Cc1ccc(Br)cc1)Nc1ccc(Cl)cc1 | -4.7% | i | -21.4 | 0.4% | -1.6 | 0.7 | 13.0% | 15.6% | -1.2 | 49 | 4.2% | 3.0%
CC1CCN(S(=O)(=O)CCNC(=O)c2ccc(F)cc2)CC1 | -2.2% | . | . | 1.3%[50 µM] | . | . | . | . | 2.2 | 70 | -1.4% | .
Cc1cc(C)n(-c2nc3ccccc3n3c(C)nnc23)n1 | -5.3% | i | -2.8 | 0.3% | -1.6 | -17.2 | 13.5% | -1.8% | -0.6 | 76 | 0.9% | -3.3%
COCc1cc(/C=N\NC(=O)Cc2ccc(Cl)cc2)ccc1OC | -4.0% | i | 3.5 | 0.1% | -8.0 | -15.4 | 1.9% | -0.9% | -1.1 | 64 | 1.0% | -5.4%
O=C1C2ON(c3ccccc3)C(c3ccncc3)C2C(=O)N1c1ccc(N2CCOCC2)cc1 (centres undefined) | -4.2% | . | . | -0.5% | 6.7 | 8.1 | 4.9% | -8.0% | -1.8 | 89 | 1.4% | -6.4%

For reference, some entries already given.
SMILES | NS5 inhibitors | Autophagy mod | Autophagy mod cell loss 18 h | UTI89 phage lysis | WT yeast gro inh | WT yeast gro inh mutant strain | GPR35 antagonists | AID2073 | NTR1 ag | NTR1 ag cell count 20 µM | RSV CPE inhibition | LYP phosphatase | others
Cc1cccc(NC(=O)CN2CCCN(S(=O)(=O)c3ccc(Br)s3)CC2)c1 | -1.6% | i | 4.2 | 0.8% | -7.0 | 15.3 | 9.0% | -41.3% | 0.0 | 63 | 4.3% | 4.6%
CCN(c1ccc(NC(=O)COC(=O)CCc2cc(OC)c(OC)c(OC)c2)cc1)C(C)C | 0.0% | i | -8.5 | 0.3% | . | . | -4.7% | -3.0% | . | . | . | -13.3%
O=C(Cc1ccc(Br)cc1)Nc1ccc(Cl)cc1 | -4.7% | i | -21.4 | 0.4% | -1.6 | 0.7 | 13.0% | 15.6% | -1.2 | 49 | 4.2% | 3.0%
CC1CCN(S(=O)(=O)CCNC(=O)c2ccc(F)cc2)CC1 | -2.2% | . | . | 1.3%[50 µM] | . | . | . | . | 2.2 | 70 | -1.4% | .

Compounds as they come; any-hit rate near 2.6%.
